Screening results deposited in PubChem BioAssay by Broad Institute.
TcdB inh = TcdB glycohydrolase inhibition. hit rate 0.24% among 350,000. inhibition, % at 9.99 µM. TcdB glycohydrolase enzymatic assay, plate reader. P18177; in the data active = inhibition above about 10%
Target sequence (P18177 whole entry, looked up): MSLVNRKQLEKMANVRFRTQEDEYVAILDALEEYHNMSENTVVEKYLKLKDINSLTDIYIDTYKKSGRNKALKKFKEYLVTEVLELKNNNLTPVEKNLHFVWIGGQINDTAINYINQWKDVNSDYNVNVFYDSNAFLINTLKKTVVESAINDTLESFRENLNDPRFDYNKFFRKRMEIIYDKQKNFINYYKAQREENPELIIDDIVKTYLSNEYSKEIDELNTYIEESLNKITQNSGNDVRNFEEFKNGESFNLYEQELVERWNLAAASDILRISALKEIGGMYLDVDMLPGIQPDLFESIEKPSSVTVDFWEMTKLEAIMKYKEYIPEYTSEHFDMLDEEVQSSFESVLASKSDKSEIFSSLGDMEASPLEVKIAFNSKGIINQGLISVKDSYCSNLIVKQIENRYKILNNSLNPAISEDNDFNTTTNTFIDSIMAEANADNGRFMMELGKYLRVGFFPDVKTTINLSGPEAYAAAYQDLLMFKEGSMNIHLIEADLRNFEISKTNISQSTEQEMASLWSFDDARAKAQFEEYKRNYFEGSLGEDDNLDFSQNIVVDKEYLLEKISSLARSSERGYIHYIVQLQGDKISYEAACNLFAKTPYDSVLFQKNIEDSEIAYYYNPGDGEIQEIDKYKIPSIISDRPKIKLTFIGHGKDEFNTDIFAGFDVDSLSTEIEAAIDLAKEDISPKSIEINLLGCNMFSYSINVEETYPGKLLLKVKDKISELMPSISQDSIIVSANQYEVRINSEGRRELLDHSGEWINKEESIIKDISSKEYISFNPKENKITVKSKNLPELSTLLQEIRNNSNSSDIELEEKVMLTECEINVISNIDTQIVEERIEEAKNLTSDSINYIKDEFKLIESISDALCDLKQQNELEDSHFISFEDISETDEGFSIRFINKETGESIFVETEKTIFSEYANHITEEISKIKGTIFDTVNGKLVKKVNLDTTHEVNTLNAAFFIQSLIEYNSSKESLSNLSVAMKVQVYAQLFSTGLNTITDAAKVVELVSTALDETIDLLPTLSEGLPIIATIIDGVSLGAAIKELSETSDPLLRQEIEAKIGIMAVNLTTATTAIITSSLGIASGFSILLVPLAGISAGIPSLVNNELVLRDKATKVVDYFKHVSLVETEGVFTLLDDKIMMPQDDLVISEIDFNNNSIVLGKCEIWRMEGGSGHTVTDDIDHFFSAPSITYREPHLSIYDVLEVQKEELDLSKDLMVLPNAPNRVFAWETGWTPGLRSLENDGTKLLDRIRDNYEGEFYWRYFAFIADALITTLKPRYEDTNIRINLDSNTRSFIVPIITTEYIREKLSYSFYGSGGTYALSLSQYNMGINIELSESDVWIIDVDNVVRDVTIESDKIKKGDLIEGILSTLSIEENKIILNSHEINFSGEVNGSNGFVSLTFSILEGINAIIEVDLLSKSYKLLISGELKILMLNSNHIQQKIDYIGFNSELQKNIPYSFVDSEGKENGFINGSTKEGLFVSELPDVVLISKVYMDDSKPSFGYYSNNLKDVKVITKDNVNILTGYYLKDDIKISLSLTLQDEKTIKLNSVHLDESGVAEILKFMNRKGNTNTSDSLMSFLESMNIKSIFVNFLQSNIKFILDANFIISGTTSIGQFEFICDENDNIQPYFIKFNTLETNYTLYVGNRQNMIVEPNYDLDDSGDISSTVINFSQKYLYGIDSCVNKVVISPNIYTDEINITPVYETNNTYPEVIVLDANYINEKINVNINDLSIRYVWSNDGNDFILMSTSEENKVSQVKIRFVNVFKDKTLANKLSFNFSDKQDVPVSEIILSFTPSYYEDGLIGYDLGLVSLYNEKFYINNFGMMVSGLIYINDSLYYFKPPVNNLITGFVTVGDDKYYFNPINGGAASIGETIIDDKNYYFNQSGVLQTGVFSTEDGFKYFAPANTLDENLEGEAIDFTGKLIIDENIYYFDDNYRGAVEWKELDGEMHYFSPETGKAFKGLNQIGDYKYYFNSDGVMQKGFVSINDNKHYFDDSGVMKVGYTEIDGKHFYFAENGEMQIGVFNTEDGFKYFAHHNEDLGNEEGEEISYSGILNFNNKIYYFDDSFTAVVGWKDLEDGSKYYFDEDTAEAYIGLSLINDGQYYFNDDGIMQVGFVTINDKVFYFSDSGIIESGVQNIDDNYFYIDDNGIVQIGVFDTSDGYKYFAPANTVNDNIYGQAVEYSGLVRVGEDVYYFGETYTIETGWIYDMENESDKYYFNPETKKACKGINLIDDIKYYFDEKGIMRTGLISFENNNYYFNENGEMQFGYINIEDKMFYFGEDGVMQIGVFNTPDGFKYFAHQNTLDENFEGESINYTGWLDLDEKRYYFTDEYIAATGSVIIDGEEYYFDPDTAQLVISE
Numbers without * were called inactive. An excerpt (hit frequency here may not be typical).

smiles	TcdB inh
COCC#Cc1ccc([C@@H]2[C@H]3CN(C(=O)c4cccnc4)CC(=O)N3[C@H]2CO)cc1	-0.5
CCC(=O)N(C)C[C@H]1Oc2cc(-c3cccc(F)c3)ccc2S(=O)(=O)N([C@@H](C)CO)C[C@H]1C	-0.4
C[C@H](CO)N1C[C@H](C)[C@H](CN(C)C(=O)Nc2cc(F)ccc2F)Oc2cc(-c3ccc(C#N)cc3)ccc2S1(=O)=O	-0.7
CC=Cc1ccc2n(c1=O)C[C@H]1[C@H](CO)[C@@H](C(=O)NCC)[C@@H]2N1C(=O)c1ccccc1 (mixture of isomers)	0.2
COC(=O)C[C@@H]1C[C@@H]2c3cc(NC(=O)Nc4ccccc4)ccc3O[C@@H]2[C@@H](CO)O1	0.7
CCCC(=O)Nc1ccc2c(c1)C(=O)N(C)[C@@H]1CC[C@@H](CC(=O)NCc3ccccc3)O[C@H]1CO2	0.6
CN(C)C(=O)C[C@@H]1CC[C@H]2[C@@H](COC[C@H](O)CN2CC2CC2)O1	-0.5
CCCC#Cc1ccc([C@H]2[C@H](C#N)N(S(=O)(=O)c3cccc(F)c3)[C@H]2CO)cc1	-1.2
CN1C(=O)c2cc(NC(=O)Cc3cccs3)ccc2OC[C@@H]2O[C@H](CC(=O)O)CC[C@@H]21	-1.0
CCS(=O)(=O)N1CCC2(CC1)CN[C@@H](CO)c1[nH]c3cc(OC)ccc3c12	-2.9
COc1ccc(-c2cn(CC[C@@H]3CC[C@H](NC(=O)NC(C)C)[C@H](CO)O3)nn2)cc1	1.5
C[C@@H]1CCCCO[C@H](CN(C)CC2CCCCC2)[C@H](C)CN([C@@H](C)CO)C(=O)c2cc(NS(=O)(=O)c3cccs3)ccc2O1	0.3
O=C(c1cccc(F)c1)N1CCCCN2[C@@H](CO)[C@H](c3ccc(-c4ccc(F)cc4)cc3)[C@@H]2C1	-0.7
O=C(Cc1ccccc1)N1C[C@H]2[C@@H](c3ccccc31)[C@@H](CO)N2C(=O)C1CCCCC1	2.5
C[C@@H]1CN([C@@H](C)CO)C(=O)c2cc(-c3ccc(C(=O)N(C)C)cc3)cnc2O[C@H]1CN(C)C(=O)C1CC1	2.5
COc1cccc(-c2ccc([C@H]3[C@H](C#N)N(C(=O)Cc4ccncc4)[C@H]3CO)cc2)c1	-0.2
Cc1ccc(-c2ccc3c(c2)O[C@@H](CN(C)C(=O)CC2CC2)[C@H](C)CN([C@@H](C)CO)S3(=O)=O)cc1	1.4
COc1ccc(NC(=O)Nc2ccc3c(c2)C(=O)N([C@@H](C)CO)C[C@H](C)[C@@H](CN(C)C(=O)Nc2ccccc2)OCCCC[C@H](C)O3)cc1	-0.1
O=C(c1cccc(F)c1)N1CC[C@@H]2[C@H]1c1cc(-c3ccc(F)cc3)ccc1N[C@@H]2CO	0.1
CCC(=O)N1C[C@@H](C)[C@@H](OC)CN(C)C(=O)c2ccc(NC(=O)CC(F)(F)F)cc2OC[C@H]1C	-14
CC=Cc1ccc2n(c1=O)C[C@H]1[C@H](CO)[C@@H](C(=O)NC3CCC3)N(Cc3ccncc3)[C@@H]21 (mixture of isomers)	-0.4
CC(C)NC(=O)Nc1ccc2c(c1)CC(=O)N([C@@H](C)CO)C[C@H](C)[C@@H](CN(C)CC1CC1)O2	-0.4
Cc1ccccc1S(=O)(=O)N1CCCCN2[C@H](C1)[C@@H](c1ccc(-c3cccc(F)c3)cc1)[C@@H]2CO	-0.2
C[C@H]1CN([C@@H](C)CO)C(=O)c2cc(NS(=O)(=O)c3ccc(F)cc3)ccc2O[C@@H]1CN(C)S(=O)(=O)c1ccc(Cl)cc1	5.1
C[C@@H]1CN([C@@H](C)CO)C(=O)c2cc(NC(=O)Nc3ccc(F)cc3)ccc2O[C@@H]1CN(C)C(=O)Nc1ccccc1	1.0
CC(=O)N1[C@@H]2c3ccc(C4=CCCCC4)c(=O)n3C[C@@H]2[C@@H](CO)[C@@H]1C(=O)Nc1ccccc1	-0.3
C[C@H]1CCCCO[C@@H](CN(C)C(=O)Nc2ccc3c(c2)OCO3)[C@@H](C)CN([C@@H](C)CO)C(=O)c2cc(NC(=O)c3ccncc3)ccc2O1	0.8
CN1C(=O)c2cc(NC(=O)Nc3ccccc3F)ccc2OC[C@H]2O[C@@H](CC(=O)Nc3cccc(Cl)c3)CC[C@@H]21	0.3
CN1C(=O)c2cc(NS(C)(=O)=O)ccc2OC[C@H]2O[C@H](CC(=O)NC3CCCCC3)CC[C@@H]21	1.0
C[C@@H]1CN([C@@H](C)CO)C(=O)c2cc(NC(=O)c3ccccc3)ccc2O[C@@H](C)CCCCO[C@H]1CN(C)C(=O)Nc1cccc2ccccc12	-1.0
O=C(Nc1ccc2c(c1)[C@@H]1C[C@H](CC(=O)N3CCc4ccccc4C3)O[C@H](CO)[C@@H]1O2)c1cccnc1	-1.2
CCS(=O)(=O)N[C@H]1C=C[C@@H](CC(=O)O)O[C@@H]1CO	1.1
C[C@H]1CN([C@@H](C)CO)C(=O)c2cccc(NC(=O)Nc3ccc4c(c3)OCO4)c2O[C@@H]1CN(C)Cc1ccc(C(F)(F)F)cc1	0.8
Cc1noc(C)c1NC(=O)N(C)C[C@H]1Oc2ncc(C#CC3CCCCC3)cc2C(=O)N([C@H](C)CO)C[C@@H]1C	1.9
CCN1[C@@H]2c3ccc(-c4ccncc4)c(=O)n3C[C@H]1[C@H](CO)[C@H]2C(=O)NCc1ccccc1	-6.2
C[C@H](CO)N1C[C@H](C)[C@@H](CN(C)Cc2cccc(C(=O)O)c2)Oc2cc(C3=CCCC3)ccc2S1(=O)=O	-9.9
O=C(C[C@@H]1CC[C@H]2[C@@H](COC[C@H](O)CN2Cc2cccc(Cl)c2)O1)Nc1nccs1	-3.6
C[C@H](CO)N1C[C@H](C)[C@H](CN(C)CC2CCCCC2)Oc2c(NC(=O)Nc3cccc4ccccc34)cccc2C1=O	0.8
COc1ccccc1C#Cc1ccc([C@@H]2[C@@H](CO)N3CCCCN(C(=O)C4CCCC4)C[C@H]23)cc1	0.2
CCCC(=O)Nc1ccc2c(c1)C(=O)N(C)[C@@H]1CC[C@@H](CC(=O)NC3CCCC3)O[C@H]1CO2	-1.0
C[C@H](CO)N1C[C@H](C)[C@@H](CN(C)CC2CCCCC2)Oc2ccc(NC(=O)c3ccncc3)cc2C1=O	-1.4
CCS(=O)(=O)N1CC2(CN(C(=O)CN3CCOCC3)[C@H](CO)c3c2c2ccc(OC)cc2n3C)C1	0.1
CNC[C@H]1Oc2ccc(NC(=O)Cc3ccccc3)cc2CC(=O)N([C@H](C)CO)C[C@H]1C	0.1
COc1ccc(NC(=O)Nc2ccc3c(c2)C(=O)N([C@@H](C)CO)C[C@H](C)[C@@H](CN(C)Cc2ccc(Oc4ccccc4)cc2)O3)cc1	-3.6
C[C@H](CO)N1C[C@H](C)[C@H](CN(C)Cc2ccc3c(c2)OCO3)Oc2c(NS(=O)(=O)c3cccs3)cccc2C1=O	-8.5
CN1C(=O)c2cc(NC(=O)C3CCC3)ccc2OC[C@@H]2O[C@@H](CC(=O)NCC3CCCCC3)CC[C@H]21	0.1
CCCNC(=O)N1C[C@H](C)[C@H](OC)CN(C)C(=O)c2ccc(NS(C)(=O)=O)cc2OC[C@@H]1C	-2.5
C/C=C/c1cnc2c(c1)C(=O)N([C@H](C)CO)C[C@H](C)[C@H](CN(C)S(=O)(=O)c1ccc(F)cc1)O2	0.3
Cc1noc(C)c1S(=O)(=O)Nc1ccc2c(c1)C(=O)N([C@@H](C)CO)C[C@@H](C)[C@@H](CN(C)S(C)(=O)=O)O2	-0.8
CCCC#Cc1cnc2c(c1)C(=O)N([C@@H](C)CO)C[C@H](C)[C@@H](CN(C)C(=O)CN1CCOCC1)O2	0.4
O=C(CC(F)(F)F)N1C[C@@H]2[C@H](c3ccccc31)[C@H](CO)N2C(=O)C1CCCCC1	-0.2
C[C@H](CO)N1C[C@H](C)[C@H](CN(C)C(=O)Nc2ccc3c(c2)OCO3)Oc2c(NC(=O)C3CC3)cccc2C1=O	-0.5
Cc1noc(C)c1NC(=O)N(C)C[C@@H]1Oc2cc(C#CCN(C)C)ccc2S(=O)(=O)N([C@H](C)CO)C[C@@H]1C	0.4
C[C@H]1CN([C@@H](C)CO)C(=O)c2cc(NC(=O)Cc3cn(C)c4ccccc34)ccc2O[C@H]1CN(C)Cc1ccc(C(=O)Nc2ccccc2N)cc1	-0.7
CCCNC(=O)C[C@@H]1CC[C@H]2[C@H](COc3ccc(NC(=O)c4ccc(C(F)(F)F)cc4)cc3C(=O)N2C)O1	0.7
C[C@@H]1CN([C@H](C)CO)S(=O)(=O)c2ccc(-c3cccnc3)cc2O[C@H]1CN(C)CC1CCOCC1	0.8
Cc1ccc(-c2ccc3c(c2)O[C@H](CN(C)Cc2ccccc2)[C@H](C)CN([C@H](C)CO)S3(=O)=O)cc1	-0.2
CCCC#Cc1ccc([C@@H]2[C@@H](CO)N3CCCCN(S(=O)(=O)Cc4ccccc4)C[C@@H]23)cc1	-1.9
O=C(N[C@@H]1CC[C@@H](CCn2cc(C3CCCCC3)nn2)O[C@@H]1CO)c1cccnc1	-0.8
COc1ccc(-c2cnc3c(c2)C(=O)N([C@H](C)CO)C[C@H](C)[C@@H](CN(C)Cc2ccccc2)O3)cc1	1.2

Retrieved by structure from the entries so far (six):
smiles	TcdB inh
O=C(CC(F)(F)F)N1C[C@@H]2[C@H](c3ccccc31)[C@H](CO)N2C(=O)C1CCCCC1	-0.2
C[C@H]1CCCCO[C@@H](CN(C)C(=O)Nc2ccc3c(c2)OCO3)[C@@H](C)CN([C@@H](C)CO)C(=O)c2cc(NC(=O)c3ccncc3)ccc2O1	0.8
CNC[C@H]1Oc2ccc(NC(=O)Cc3ccccc3)cc2CC(=O)N([C@H](C)CO)C[C@H]1C	0.1
CCCC(=O)Nc1ccc2c(c1)C(=O)N(C)[C@@H]1CC[C@@H](CC(=O)NCc3ccccc3)O[C@H]1CO2	0.6
COc1ccc(-c2cn(CC[C@@H]3CC[C@H](NC(=O)NC(C)C)[C@H](CO)O3)nn2)cc1	1.5
C[C@@H]1CN([C@@H](C)CO)C(=O)c2cc(-c3ccc(C(=O)N(C)C)cc3)cnc2O[C@H]1CN(C)C(=O)C1CC1	2.5

Some values from the list:
`Cc1noc(C)c1NC(=O)N(C)C[C@H]1Oc2ncc(C#CC3CCCCC3)cc2C(=O)N([C@H](C)CO)C[C@@H]1C` in TcdB inh is entered as 1.9
`Cc1noc(C)c1S(=O)(=O)Nc1ccc2c(c1)C(=O)N([C@@H](C)CO)C[C@@H](C)[C@@H](CN(C)S(C)(=O)=O)O2` in TcdB inh is entered as -0.8

(listing goes on)
smiles	TcdB inh
C[C@@H]1CN([C@@H](C)CO)C(=O)c2cc(C#CCN(C)C)cnc2O[C@H]1CN(C)Cc1ccccc1	0.1
C[C@@H]1CN([C@H](C)CO)C(=O)c2cccc(NS(C)(=O)=O)c2O[C@H]1CN(C)Cc1ccncc1	-0.3
CC(C)NC(=O)Nc1ccc2c(c1)C(=O)N(C)[C@@H]1CC[C@H](CC(=O)Nc3ccccc3)O[C@H]1CO2	0.4
Cc1noc(C)c1NC(=O)Nc1ccc2c(c1)C(=O)N([C@H](C)CO)C[C@H](C)[C@@H](CN(C)Cc1ccc(Cl)c(Cl)c1)OCCCC[C@@H](C)O2	-3.6
Cc1ccc(S(=O)(=O)N(C)C[C@@H]2Oc3ccc(NS(=O)(=O)c4ccc(Cl)cc4)cc3C(=O)N([C@H](C)CO)C[C@H]2C)cc1	0.6
C[C@H](CO)N1C[C@H](C)[C@H](CN(C)Cc2ccccc2)Oc2ccc(NC(=O)c3ccncc3)cc2C1=O	0.4
COc1ccccc1C(=O)Nc1ccc2c(c1)C(=O)N(C)[C@H]1CC[C@@H](CC(=O)NCc3ccc(Cl)c(Cl)c3)O[C@@H]1CO2	-0.7
Cc1ccc(S(=O)(=O)Nc2ccc3c(c2)CC(=O)N([C@@H](C)CO)C[C@H](C)[C@H](CN(C)C(=O)NC2CCCCC2)O3)cc1	-0.5
C[C@H]1CN([C@@H](C)CO)S(=O)(=O)c2ccc(C#CCN(C)C)cc2O[C@@H]1CN(C)Cc1ccccn1	-0.2
COc1ccc(CN(C)C[C@H]2Oc3ccc(NC(=O)CCN4CCOCC4)cc3CC(=O)N([C@H](C)CO)C[C@@H]2C)cc1	-1.1
C=CCNC(=O)[C@H]1[C@@H]2C(=O)O[C@@H](c3ccccc3)[C@@H](c3ccccc3)N2[C@@H](c2ccc(OCCO)cc2)[C@]12C(=O)Nc1ccccc12	0.3
CNC[C@@H]1Oc2cc(-c3cccc(F)c3)ccc2S(=O)(=O)N([C@@H](C)CO)C[C@H]1C	-0.6
CCC(=O)N1[C@H](CO)[C@H]2c3ccccc3N(S(=O)(=O)c3ccccc3C)C[C@H]21	0.3
C[C@H]1CN([C@@H](C)CO)C(=O)Cc2cc(NC(=O)C3CC3)ccc2O[C@@H]1CN(C)Cc1ccncc1	0.6
COc1ccc(C#Cc2cnc3c(c2)C(=O)N([C@H](C)CO)C[C@H](C)[C@@H](CN(C)C(=O)CN(C)C)O3)cc1	0.4
COc1cccc(-c2ccc3c(c2)O[C@@H](CN(C)C(=O)C2CC2)[C@@H](C)CN([C@H](C)CO)S3(=O)=O)c1	0.2
C[C@H]1CN([C@@H](C)CO)C(=O)c2cc(NC(=O)C3CC3)ccc2O[C@@H]1CN(C)Cc1ccc(C(=O)Nc2ccccc2N)cc1	-1.3
C[C@@H]1CN([C@@H](C)CO)S(=O)(=O)c2ccc(C#C[C@@H](C)O)cc2O[C@H]1CN(C)Cc1ccccn1	0.0
CO[C@@H]1CN(C)C(=O)c2cc(NC(C)=O)ccc2OC[C@@H](C)N(C(=O)NC2CCCCC2)C[C@H]1C	-0.5
C[C@@H]1CN([C@@H](C)CO)C(=O)Cc2cc(NC(=O)CCN3CCOCC3)ccc2O[C@H]1CN(C)Cc1ccc(-c2ccccc2)cc1	-3.4
C[C@H](CO)N1C[C@H](C)[C@H](CN(C)C(=O)NC2CCCCC2)Oc2ccc(NC(=O)CCC(F)(F)F)cc2CC1=O	0.4
